LmPK inh – inhibitors of Leishmania mexicana pyruvate kinase; purified LmPK, Kinase-Glo ATP luminescence, 1 h; 290,000 tested, 0.37% active; AID 1721; Potency, µM (titrated, usually from 57.5 µM), for inactives: at the top dose activity change, negative = inhibition, most hits filed as inhibitors; further: potency means the concentration at half of the fitted maximal effect; on the % scale 0 is the no-effect control and ±100 the full control effect
Target sequence (Q27686 whole entry, looked up): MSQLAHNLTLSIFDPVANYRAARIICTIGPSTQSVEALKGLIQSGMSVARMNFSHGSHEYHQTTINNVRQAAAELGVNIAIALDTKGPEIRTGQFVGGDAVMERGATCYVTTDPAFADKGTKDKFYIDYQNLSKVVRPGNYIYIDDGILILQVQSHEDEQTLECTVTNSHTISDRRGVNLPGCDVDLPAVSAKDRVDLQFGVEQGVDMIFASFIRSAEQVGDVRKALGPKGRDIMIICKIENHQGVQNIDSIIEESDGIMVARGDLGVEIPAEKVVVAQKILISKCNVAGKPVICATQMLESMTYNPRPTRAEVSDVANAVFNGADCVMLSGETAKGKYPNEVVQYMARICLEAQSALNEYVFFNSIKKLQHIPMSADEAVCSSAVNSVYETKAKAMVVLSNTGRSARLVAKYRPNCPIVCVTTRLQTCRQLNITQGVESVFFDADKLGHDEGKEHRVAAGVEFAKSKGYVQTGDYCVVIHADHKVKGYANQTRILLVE
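0.1 nM LmPK, 0.5 mM PEP, 0.1 mM ADP; 50 mM imidazole pH 7.2, 7 mM MgCl2, 50 mM KCl; 1 h RT. Kinase-Glo luminescence readout, normalized to no-enzyme (full inhibition) and uninhibited wells.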
TbPYK inhibitor – T. brucei pyruvate kinase inhibition | Q57TT1 | TbPYK enzyme, Kinase-Glo Plus ATP luminescence, 45 min | Potency, µM (titrated, usually from 76.8 µM), without a hit: at the highest dose activity, negative = inhibition, hits mostly inhibitors | 410,000 tested, 0.12% active | AID 624173; further: potency means the concentration at half of the fitted maximal effect; on the % scale 0 is the no-effect control and ±100 the full control effect; nearly all actives have a fitted effect of over 50% in size
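Luminescence from Kinase-Glo Plus, added after a 45-minute room-temperature reaction, served as the end-point read-out. The enzyme and substrate were preincubated with compound before ADP (130 uM final) initiated turnover. Concentration-effect curves came from normalized qHTS data.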
CHX counter – affects cycloheximide protein synthesis inhibition readout, counter-screen; cell reporter, cycloheximide protein synthesis inhibition counterscreen; max response, %; 300,000 tested, 12% active; AID 2314; in the data active means max response mostly above about 13%, no sharp cut-off; inactive means mostly below about 14%; further: read at 38.3 µM for the half of the compounds with a filed dose; 0% is about no effect
HCV inh – inhibitors of hepatitis C virus infection; Huh7.5.1 HCVcc-Cre infection, luciferase reporter, 44 h; Potency, µM (titrated, usually from 41.8 µM), for the others: at the highest dose activity change, negative = inhibition, usual class: inhibitors; AID 651820; 340,000 tested, 3.4% active; further: potency means the concentration at half of the fitted maximal effect; on the % scale 0 is the no-effect control and ±100 the full control effect
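1,000 cells/well; 4 h culture; + compound; + HCVcc-Cre (~0.5 moi); 44 h; luciferase substrate, RT 15 min; read 15 sec.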
Shiga toxin inh – inhibitors of Shiga toxin in Vero cells; 290,000 tested, 9.2% active; Vero cells, Shiga toxin protein synthesis inhibition reporter; AID 2315; inhibition, % at 38.7 µM; in the data active means inhibition mostly above about 28%, no sharp cut-off; inactive means mostly below about 43%; further: 0% is about no effect
Pf growth 48h – P. falciparum growth inhibition at 48 hours (one generation). 310,000 tested, 5.9% active. P. falciparum luciferase growth in erythrocytes, 48 h. Potency, µM (titrated, usually from 28.7 µM), inactives show at the highest dose activity change, negative = inhibition, most hits filed as inhibitors. AID 504832; further: potency means the concentration at half of the fitted maximal effect; on the % scale 0 is the no-effect control and ±100 the full control effect
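A one-generation exposure of luciferase-tagged malaria parasites in RPMI 1640/Albumax erythrocyte culture, 37 C and 5% CO2. Inhibition is inferred from decreased luminescence after adding detection reagent.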
Pf growth 96h – P. falciparum growth inhibition at 96 hour, primary screen for plastid delayed-death inhibitors; P. falciparum luciferase reporter growth, 96 h; Potency, µM (titrated, usually from 28.7 µM), for the others: at the highest dose activity change, negative = inhibition, hits mostly inhibitors; 320,000 tested, 6.9% active; further: potency means the concentration at half of the fitted maximal effect; on the % scale 0 is the no-effect control and ±100 the full control effect
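Two-generation exposure (96 h) targets delayed-death phenotype. Reporter parasites carrying integrated firefly luciferase, in red cells at 2% hematocrit and 0.05% parasitemia final, kept at 37 C, 5% CO2; luminescence loss indicates inhibition.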
* marks the source's active call; other numbers are inactive results; ? = inconclusive; · = not tested or not shown; & = joins results of further samples; [ ] = remark or other dose. Unless noted, the call rests on the fitted dose curve; in most records, active means well fitted curve in the direction sought with a large enough effect; inconclusive means small, poorly fitted or top-dose-only effect, or another doubt; inactive means no such curve, though single readings can be large; an effect the other way counts as inactive or inconclusive. Hits appear at their usual frequency, and some 24% of all compounds hit somewhere here.

nr	smiles	LmPK inh	TbPYK inhibitor	CHX counter	HCV inh	Shiga toxin inh	Pf growth 48h	Pf growth 96h
1	COc1cc(C(=O)Oc2cccc(/C=N/NC(=O)c3cc(C)[nH]n3)c2)cc(OC)c1OC	2%	-1%	15	?	15	8%	?
2	O=C(O)c1cccc(C(=O)c2cccc(C(=O)O)c2)c1	0%	-3%	-2	12%	-12	28%	-1%
3	Cc1ccc(C)n1-c1ccc(N(C)C)cc1	-11%	-9%	17	-27%	16	14%	?
4	Cc1nccn1CCC(=O)Nc1ccc(Cl)cc1	-1%	-4%	-5	-10%	-14	5%	4%
5	O=C(N/C(=C\c1ccco1)C(=O)N1CCCC1CO)c1ccccc1 (stereo unspecified)	0%	8%	-3	24%	-5	7%	0%
6	Cc1cccc2c1CC(C)(C)N=C2C1=C(O)CC(C)(C)CC1=O	3%	-9%	-5	2%	-8	?	13µM*
7	O=C1c2ccccc2C(=O)N1c1n[nH]c(CCc2ccccc2)n1	1%	4%	-3	24%	15	0%	?
8	CCc1ccccc1NC(=S)N1CCC(NC(=O)c2ccc(OC)cc2)CC1	7%	-2%	-1	1%	-13	3%	?
9	Cc1nc2sc3c(c2c(=N)n1N)CCCC3	0%	0%	-3	-3%	2	-2%	10µM*
10	Cn1c(SCc2ccccc2Cl)nc(C(F)(F)F)cc1=O	-2%	6%	-1	-4%	-4	1%	56%[activator]
11	COc1ccc2c3c(c(=O)oc2c1OCC(=O)C(C)(C)C)CCCC3	5%	-1%	35*	?	-8	?	·
12	CCCc1[nH]c(=O)c(C#N)c2c1CCCC2	-4%	-11%	-2	-1%	-14	54%[activator]	37%[activator]
13	CCN1CCN(c2ccc(S(=O)(=O)N3CCCCC3)cc2NC(=O)/C=C/c2cccc(OC)c2OC)CC1	0%	-2%	-2	?	-14	0%	?
14	C/C(=C\C(=O)Nc1cscc1C)C(=O)O	0%	-4%	10	15%	6	-6%	-5%
15	CN1CCN(C(=O)C2CCN(S(=O)(=O)c3cnc[nH]3)CC2)CC1	-8%	4%	-4	12%	-14	-5%	0%
16	O=S(=O)(c1ccc(F)cc1)N1CCN(Cc2nnc(-c3ccccc3)o2)CC1	·	-1%	·	-25%	·	?	?
17	C=C(C)C(=O)O[C@H]1C/C(C)=C\C(=O)/C=C(\C)[C@H](O)[C@@H]2OC(=O)C(=C)[C@@H]21	5%	-6%	42*	?	60*	?	?
18	O=C(NNC(=O)c1ccc[nH]1)c1cccc(C(F)(F)F)c1	-3%	0%	-2	-1%	8	?	0%
19	Cc1ccc(CCNC(=O)C2CCCN(S(=O)(=O)c3cnc[nH]3)C2)cc1 (stereo unspecified)	6%	3%	-4	12%	-5	5%	-18%
20	O=C(COC(=O)c1ccc(O)cc1O)NC12CC3CC(CC(C3)C1)C2	·	1%	·	13µM*	·	?	-7%
21	Cc1csc(SCC(=O)Nc2ccccn2)n1	0%	5%	15	13%	61	47%[activator]	?
22	FC(F)(F)c1nnc2n1N=C(c1cccs1)CS2	0%	2%	18	?	-4	-4%	20%
23	Cc1ccc(-c2c[n+]3c(n2-c2ccccc2)SCC3)cc1	0%	4%	-2	?	6	?	?
24	Cc1ccc(NC(=O)Cn2ccnc2)cc1C	-5%	1%	7	-9%	-13	?	38%[activator]
25	COc1cccc(CNS(=O)(=O)c2c(C(=O)N3CCCC3)c(C)n(C)c2C)c1	-10%	0%	-10	6%	8	-3%	21%
26	Cc1ccccc1C(=O)O/N=C/c1c(N2CCOCC2)n(C)c2ccccc12	1%	3%	1	1µM*	-20	2.6µM*	2.3µM*
27	Cc1cccc(/C=N/NC(=O)Cn2nccc2C)n1	1%	-2%	1	-6%	7	5%	-3%
28	Cc1c(Br)c([N+](=O)[O-])nn1CC(=O)N(C)Cc1ccccc1	1%	-11%	7	2%	-6	-1%	22%
29	CNS(=O)(=O)c1ccc(NS(=O)(=O)c2ccccc2F)cc1	6%	-3%	1	22%	33	4%	?
30	COc1ccc(C(=O)N(C)Cc2nc3ccccc3c(=O)[nH]2)cc1S(=O)(=O)N1CCCC1	·	-1%	·	-5%	·	-18%	?
31	CC(C)(C)c1cnnn1-c1ccc(C=O)cc1	-2%	-2%	7	15%	10	-6%	28%
32	COc1ccc(NC2(C#N)CCCCC2)cc1	0%	-25%	13	12%	-6	32%[activator]	56%[activator]
33	NC[C@H](O)c1ccc(O)c(O)c1	·	-12%&-6%	-2&-1	1%	-7&-12	1%&11%	1%&2%
34	COCCn1c(SCC(=O)N(C)c2c(N)n(Cc3ccccc3)c(=O)[nH]c2=O)nnc1-c1cccc(C)c1	·	-13%	·	5%	·	-3%	4%
35	CCCC(=NCCc1c(C)[nH]c2ccccc12)C1=C(O)CC(c2ccccc2)CC1=O (stereo unspecified)	6%	-4%	-2	?	-2	13µM*	-16%
36	COc1ccc(-n2nnc3c(=O)n(CC(=O)N4CCC(C)CC4)cnc32)cc1	-7%	0%	1	2%	-1	8%	14%
37	O=C(O)CC/C(=N\NC(=O)CNC(=O)c1cccc(Cl)c1)c1ccccc1	3%	3%	11	23%	-2	-11%	5%
38	c1ccc(N2CCN(c3nnnn3-c3ccccc3)CC2)cc1	2%	-4%	7	19%	-10	?	-24%
39	CCC1CCCCN1C(=S)Nc1ccc(OC(F)F)cc1 (stereo unspecified)	3%	8%	6	?	12	8%	64%[activator]
40	CCC(=O)c1ccc(OCC(=O)Nc2cc(S(=O)(=O)N3CCCCC3)ccc2N2CCN(CC)CC2)cc1	·	-7%	·	?	·	?	9.3µM*
41	O=C1CCCc2nc(N3CCN(Cc4ccccc4)CC3)ncc21	3%	2%	-1	?	20	0%	-27%
42	Cc1ccc(C(=O)N/C(=C\c2cn(S(=O)(=O)N(C)C)c3ccccc23)C(=O)NCCN2CCOCC2)cc1	-1%	39%[activator]	0	-17%	9	?	?
43	CCN1C(=O)[C@H]2[C@@H](c3ccc(-c4cccc(Cl)c4)c(OC)c3)N[C@@](Cc3ccccc3)(C(=O)OC)[C@H]2C1=O	·	0%	·	0%	·	2.1µM*	0.41µM*
44	Cc1ccc(S(=O)(=O)NC(=O)C2CCCCC2)cc1	·	1%	·	1%	·	-2%	19%
45	CN(CC(=O)Nc1c(Cl)cccc1Cl)C(=O)CNC(=O)C1CCCCC1	-1%	-1%	6	1%	9	-3%	-13%
46	CCN(Cc1ccncc1)Cc1nc(Cc2ccccc2Cl)no1	11%	-1%	0	11µM*	-14	10µM*	?
47	O=C1CSC(c2cccnc2)N1Cc1ccc(Cl)cc1 (stereo unspecified)	-3%	-6%	-3	13%	-16	0%	20%
48	O=C(Nc1ccc(S(=O)(=O)N2CCCCC2)cc1)c1ccc(=O)[nH]c1	·	-10%	·	-7%	·	-16%	?
49	CCCC(=O)Nc1cc(C)c(NC(=O)c2cccs2)cn1	-8%	5%	14	4%	-9	5%	-10%
50	Cn1nc(C(F)(F)F)c(/C=N/OC(=O)c2ccccc2)c1SCc1ccc(Cl)cc1	-3%	8%	-2	?	-5	-3%	?
51	Cc1nn(Cc2c(Cl)cccc2Cl)c(C)c1NC(=O)CCCn1nc([N+](=O)[O-])c(Cl)c1C	1%	3%	-4	-28%	-15	?	?
52	O=Nc1onc(-c2ccc([N+](=O)[O-])cc2)c1NO	4%	4%	-1	14%	-10	-27%	15%
53	CN(C)CCCN(C(=O)c1ccc(S(=O)(=O)N(C)C2CCCCC2)cc1)c1nc2ccc(Br)cc2s1	-1%	3%	-1	?	8	13µM*	?
54	O=C(NCCN1C(=O)S/C(=C/c2ccccc2)C1=O)C1CCCN1C(=O)c1cccs1 (stereo unspecified)	-2%	1%	-3	-12%	0	1%	?
55	Cc1ccccc1-c1nc(CS(=O)CC(=O)NCCc2ccc(Cl)cc2)c(C)o1 (stereo unspecified)	8%	1%&-4%	-2	?	-6	5%	3%
56	C(=N/n1c2ccccc2c2ccccc21)/c1ccco1	2%	-6%	10	8.9µM*	10	22%	·
57	O=C(CSc1ccccn1)Nc1cccc([N+](=O)[O-])c1	-4%	-11%	32*	-22%	34*	-3%	1%
58	CC(=O)c1c(C)[nH]c(C(=O)Nc2cccc(C#N)c2)c1C	-1%	3%	1	-19%	52	?	?
59	COc1cc(NC(N)=S)c(OC)cc1Cl	4%	-7%	-2	-17%	-4	30%[activator]	-10%
60	Cc1c(C(=O)NCCCN2CCCC2=O)oc2c(Cl)cccc12	·	5%	·	?	·	-30%	21%
61	CP(C)(=O)CCC(=O)O	0%	4%	-1	7%	5	-8%	157%[activator]

Compounds listed so far containing an aryl methoxy group, in the order listed:
nr	smiles	LmPK inh	TbPYK inhibitor	CHX counter	HCV inh	Shiga toxin inh	Pf growth 48h	Pf growth 96h
1	COc1cc(C(=O)Oc2cccc(/C=N/NC(=O)c3cc(C)[nH]n3)c2)cc(OC)c1OC	2%	-1%	15	?	15	8%	?
8	CCc1ccccc1NC(=S)N1CCC(NC(=O)c2ccc(OC)cc2)CC1	7%	-2%	-1	1%	-13	3%	?
11	COc1ccc2c3c(c(=O)oc2c1OCC(=O)C(C)(C)C)CCCC3	5%	-1%	35*	?	-8	?	·
13	CCN1CCN(c2ccc(S(=O)(=O)N3CCCCC3)cc2NC(=O)/C=C/c2cccc(OC)c2OC)CC1	0%	-2%	-2	?	-14	0%	?
25	COc1cccc(CNS(=O)(=O)c2c(C(=O)N3CCCC3)c(C)n(C)c2C)c1	-10%	0%	-10	6%	8	-3%	21%
30	COc1ccc(C(=O)N(C)Cc2nc3ccccc3c(=O)[nH]2)cc1S(=O)(=O)N1CCCC1	·	-1%	·	-5%	·	-18%	?
32	COc1ccc(NC2(C#N)CCCCC2)cc1	0%	-25%	13	12%	-6	32%[activator]	56%[activator]
36	COc1ccc(-n2nnc3c(=O)n(CC(=O)N4CCC(C)CC4)cnc32)cc1	-7%	0%	1	2%	-1	8%	14%
43	CCN1C(=O)[C@H]2[C@@H](c3ccc(-c4cccc(Cl)c4)c(OC)c3)N[C@@](Cc3ccccc3)(C(=O)OC)[C@H]2C1=O	·	0%	·	0%	·	2.1µM*	0.41µM*
59	COc1cc(NC(N)=S)c(OC)cc1Cl	4%	-7%	-2	-17%	-4	30%[activator]	-10%
